MITF primary: blocks human microphthalmia-associated transcription factor; AlphaScreen MITF homodimerization, bead proximity signal; inhibition, % at 2.6 µM; 650,000 compounds, 0.91% hits; AID 1259374; in the data active = inhibition above about 50%;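 also: 0% = vehicle wells with protein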
Target sequence (O75030 whole entry, looked up): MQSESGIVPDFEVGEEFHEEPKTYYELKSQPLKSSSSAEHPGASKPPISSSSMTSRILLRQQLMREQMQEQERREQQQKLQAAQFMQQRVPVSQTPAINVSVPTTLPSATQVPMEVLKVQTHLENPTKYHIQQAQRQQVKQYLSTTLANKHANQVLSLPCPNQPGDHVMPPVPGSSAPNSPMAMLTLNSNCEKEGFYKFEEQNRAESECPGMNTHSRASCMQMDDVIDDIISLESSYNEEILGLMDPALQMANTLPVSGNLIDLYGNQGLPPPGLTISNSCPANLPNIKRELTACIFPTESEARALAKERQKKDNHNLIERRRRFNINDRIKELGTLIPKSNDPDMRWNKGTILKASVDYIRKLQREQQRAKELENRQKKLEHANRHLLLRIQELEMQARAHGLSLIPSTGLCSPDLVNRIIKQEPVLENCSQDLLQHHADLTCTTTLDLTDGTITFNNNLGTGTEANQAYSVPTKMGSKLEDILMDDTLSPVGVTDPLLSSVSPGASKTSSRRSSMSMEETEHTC
TEAD-YAP inh: TEAD-YAP interaction inhibition; AID 1259422; HEK-TIYL cells, TEAD-Gal4/YAP UAS-luciferase luminescence; inhibition, % at 9.12 µM; 640,000 compounds, 1.4% hits; in the data active = inhibition above about 32%;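 also: 0% = median of test compound wells and 100% = reference inhibitor wells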
FBW7 activator: human FBW7 E3 ligase activation, primary screen; Q969H0; AlphaScreen FBW7–phospho-cyclin E peptide binding, activator screen; normalized activity (activation), % at 26.1 µM; 650,000 compounds, 0.13% hits; AID 1259310; in the data active = normalized activity above about 1.9%;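 also: purified mutant Fbw7 with reduced substrate affinity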
GPR151 activ: activates the human receptor GPR151; Q8TDV0; PathHunter beta-arrestin GPR151 cells, luminescence; 650,000 compounds, 1% hits; activation, % at 11.2 µM; in the data active = activation above about 4.9%;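 also: 0% = median of compound wells and 100% = cells with positive control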
Target sequence (Q8TDV0 whole entry, looked up): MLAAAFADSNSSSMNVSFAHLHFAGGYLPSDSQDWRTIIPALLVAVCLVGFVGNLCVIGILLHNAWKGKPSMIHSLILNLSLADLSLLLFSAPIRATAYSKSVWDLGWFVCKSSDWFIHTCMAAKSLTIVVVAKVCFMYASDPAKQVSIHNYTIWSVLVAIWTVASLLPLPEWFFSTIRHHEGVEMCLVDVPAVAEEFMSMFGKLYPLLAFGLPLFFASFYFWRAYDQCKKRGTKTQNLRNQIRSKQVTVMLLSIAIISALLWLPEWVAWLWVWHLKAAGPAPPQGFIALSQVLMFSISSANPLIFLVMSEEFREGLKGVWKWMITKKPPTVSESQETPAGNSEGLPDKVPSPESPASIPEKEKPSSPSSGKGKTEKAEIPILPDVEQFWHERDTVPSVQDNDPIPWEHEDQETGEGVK
An asterisk follows results filed as active; & = joins results of further samples.

SMILES	MITF primary	TEAD-YAP inh	FBW7 activator	GPR151 activ
CN1CCN(c2cc(-c3ccncc3)nc(-c3ccccn3)n2)CC1	5	1	0.0	-2.1
CSCC(NS(=O)(=O)c1ccc(Br)cc1)C(=O)O (configuration not stated)	13	4	-0.1	-1.2
Cc1cc(Cl)ccc1N(CC(=O)NCC1CCCO1)S(C)(=O)=O (configuration not stated)	3	4	0.1	0.0
O=c1c2ccccc2nc(-c2ccc(Br)cc2)n1NCc1ccccc1	1	-4	0.1	0.4
O=C(CSc1ncnc2c1nnn2Cc1ccccc1)Nc1ccccc1	-5	0	0.1	-0.3
NCCNC(=O)c1ccc(Cl)cc1	9&-5	-2	-0.1&-0.2	0.0&0.6
COCCn1nnnc1C(c1cc2cc(C)ccc2[nH]c1=O)N1CCOCC1 (configuration not stated)	1	-1	-0.3	0.2
C/C(N)=C(/C#N)C(=O)COC(=O)c1cccc(Oc2ccccc2)c1	4	-4	0.0	-0.4
CC(NC(=O)COC(=O)c1ccc(N)c([N+](=O)[O-])c1)C12CC3CC(CC(C3)C1)C2 (configuration not stated)	12	-17	0.6	1.1
Cn1nccc1Nc1cc(C(=O)NC2CCN(Cc3ccccc3)CC2)ccn1	8	0	0.1	0.5
O=C(CSc1nc2ccc(N3CCCCC3)cc2c(=O)n1Cc1ccccc1)c1ccc(F)cc1	3	-4	-0.1	-0.4
CC(=O)N1C(=O)/C(=C2\SC(=S)N(C(CC(C)C)C(=O)O)C2=O)c2ccccc21 (configuration not stated)	16	-7	0.1	-1.6
COC(=O)C1CCN(CCCOc2ccc(C=O)cc2)CC1	1	-4	-0.1	4.6
CCOC(=O)c1c(C)c(C(=O)Nc2ccc(CC)cc2)c(C)n1CC	9	10	0.0	0.6
CCCCNC(=O)c1sc2ncn(CC(=O)N3CCCCC3)c(=O)c2c1C	1	-3	0.0	0.0
Cc1cc(O)ccc1C1CCCCC1	-1	8	0.1	0.3
Cc1ccc(NC(=O)C(=O)NCCOc2ccccc2Cl)cc1	-3	-2	0.4	-1.3
O=C(CCCN(Cc1cccs1)S(=O)(=O)c1ccc([N+](=O)[O-])cc1)NO	-2	-1	-0.1	-1.4
O=C(NC1CCCc2ccccc21)c1ccc2nsnc2c1 (configuration not stated)	-1	-18	0.1	1.8
CC(C)CCN1CC(C(=O)N2CCN(c3ccccc3F)CC2)CC1=O (configuration not stated)	-3	-8	0.0	0.0
CC(=O)c1ccc(OCCCC(=O)Nc2ccc3nc(C)sc3c2)cc1	16	19	0.1	-1.2
CCOC(=O)C1=C(C)N=c2s/c(=C\c3ccc(-c4cc([N+](=O)[O-])ccc4OC)o3)c(=O)n2C1c1ccccc1OC (configuration not stated)	10	0	0.2	1.3
COC(=O)c1ccc([C@@H]2C[C@H]3CN(Cc4ccccc4C)C(=O)[C@]34CCCN24)cc1	-4	-5	-0.2	0.3
O=C1c2ccccc2-c2onc3c(N4CCN(CCO)CC4)cc(NCc4ccco4)c1c23	28	-5	-0.8	0.5
Cc1nnc(SCC(=O)Nc2nc(-c3ccccc3)c(C)s2)s1	-15	-6	-0.1	-0.1
O=C1CCCC2=C1C(c1c(F)cccc1Cl)Nc1ccc(C(=O)c3ccccc3)cc1N2 (configuration not stated)	0	-16	0.8	-0.6
COC(=O)c1cc(C(=O)Nc2ccccc2Br)cc([N+](=O)[O-])c1	3	9	-0.2	0.5
COc1cccc(-c2nc(CS(=O)(=O)CC(=O)N3CCN(C)CC3)c(C)o2)c1	4	-7	0.1	0.2
CCOc1ccc(NC(=O)CSc2nnc(-c3ccc(Cl)cc3Cl)n2N)c([N+](=O)[O-])c1	-7	-6	0.1	-1.8
O=C(N/N=C/c1cccc(/C=N/NC(=O)c2ccccc2O)c1)c1ccccc1O	-5	-10	0.0	-0.1
CC(C)C(=O)c1c(C(C)C)nn2ccccc12	-4&6&4	1	0.0&0.2&0.1	0.8&-0.4&0.5
O=C(O)C1CCN(C2CCN(Cc3ccccc3)CC2)CC1	75*	1	-0.1	0.1
CNC(=O)CSc1nc(C2CC2)nc2ccccc12	-7	-18	0.1	2.8
O=C(NC1CCCCC1)C1CCC(CNS(=O)(=O)c2ccccc2)CC1 (configuration not stated)	7	1	0.1	1.8
O=C(Nc1ccc(F)c(F)c1F)C1Cc2ccccc2CN1C(=O)c1ccco1 (configuration not stated)	9	-5	-0.2	0.0
CC(C)(C)NC(=O)C(c1ccccc1)N(CC1CCCO1)C(=O)c1csnn1 (configuration not stated)	-1	5	0.3	-0.3
CCCn1cnc2scc(-c3ccccc3)c2c1=O	-9	2	0.4	-0.7
c1ccc(OCCNc2cc(Nc3cccnc3)ncn2)cc1	-5	-8	-0.1	-1.8
Clc1cccc(/C=N/Nc2ncnc3nc[nH]c23)c1	4	58*	-0.1	-4.5
COc1ccc(C2=NN(S(C)(=O)=O)C(c3ccc(F)cc3)C2)cc1 (configuration not stated)	-2	-68	-0.2	-3.7

Profiles from above.
CCCn1cnc2scc(-c3ccccc3)c2c1=O is listed with MITF primary = -9; TEAD-YAP inh = 2; FBW7 activator = 0.4; GPR151 activ = -0.7
CC(C)(C)NC(=O)C(c1ccccc1)N(CC1CCCO1)C(=O)c1csnn1 (configuration not stated) is listed with MITF primary = -1; TEAD-YAP inh = 5; FBW7 activator = 0.3; GPR151 activ = -0.3
COc1ccc(C2=NN(S(C)(=O)=O)C(c3ccc(F)cc3)C2)cc1 (configuration not stated) is listed with MITF primary = -2; TEAD-YAP inh = -68; FBW7 activator = -0.2; GPR151 activ = -3.7

Additional records.
SMILES	MITF primary	TEAD-YAP inh	FBW7 activator	GPR151 activ
CCCCN(C)Cc1ccc([N+](=O)[O-])cc1	24	7	-0.2	-0.2
CCCSc1nsc(NC(=O)c2cc(=O)[nH]c3ccccc23)n1	-1	-9	0.1	0.1
O=C(NCCc1ccccc1F)C(=O)Nc1ccc(Br)cc1	12	0	0.1	0.3
COc1ccc(C(=O)NC2CCCCC2)cc1S(=O)(=O)N1CCOCC1	-7	-2	-0.1	0.4
CCC1=NN2C(=N)/C(=C/c3cccc(OCCOc4ccc(C)c(C)c4)c3)C(=O)N=C2S1	1	-81	0.0	1.3
Cc1ccc(Nc2nc(-c3ccc(NC(=O)c4ccccc4)cc3)cs2)cc1	-9	-5	-0.3	-1.3
O=C(Nc1cccc(Cl)c1Cl)N1CCN(C(=O)C2CCCO2)CC1 (configuration not stated)	14	7	0.0	-0.5
CCC(=O)Nc1ccc(S(=O)(=O)N(C)C2CCCCC2)cc1	7	7	0.0	-1.3
O=C(Nc1c(-c2ccc(F)cc2)nc2ccccn12)C1CC1	6	0	0.1	0.8
OCc1cccc(-c2cnc3c(NCc4cccs4)nccn23)c1	20	-37	-0.1	-0.5
Cc1cc(N2CCN(C)CC2)nc2ccc(NC(=S)NCCN3CCOCC3)cc12	3	-1	-0.1	0.7
CC(=O)Nc1ccc(Nc2nc(Nc3cnccn3)nc3c2ncn3Cc2ccc(C(F)(F)F)cc2)cc1	13	-22	-0.1	-0.4
Cc1nn2c(SCC(=O)Nc3ccccc3Cl)nnc2[nH]c1=O	5	0	-0.2	2.0
O=S1(=O)N=C(Nc2ccc(N3CCCCC3)c(Cl)c2)c2ccccc21	-10	-5	-0.1	1.2
Cc1ccc(NC(=O)CCCc2nc3ccccc3s2)c(O)c1	7	2	0.0	-0.3
COc1cccc(C2C(C(=O)OC3CCCC3)=C(C)NC3=C2C(=O)CC(c2cccs2)C3)c1 (configuration not stated)	-1	13	0.0	-1.3
O=S1(=O)N=C(Nc2ccccc2Cl)c2ccccc21	21	-2	0.0	0.6
COc1ccc(/C=C2\SC(N3CCN(C)CC3)=NC2=O)c(OC)c1	4	1	-0.1	-0.6
CC(Sc1ccccc1)C(=O)Nc1ccc(S(=O)(=O)N2CCCCCC2)cc1 (configuration not stated)	15	5	0.1	-1.5
CCC(=O)c1ccc(N2CCN(C(=O)c3cc([N+](=O)[O-])ccc3F)CC2)c(F)c1	4	18	0.1	0.8
Clc1ccc2nc(N3N=C(c4cccs4)CC3c3cn(-c4ccccc4)nc3-c3ccccc3)nc(-c3ccccc3)c2c1 (configuration not stated)	8	1	-0.1	2.0
CS(=O)(=O)c1ccc(C(=O)OCC(=O)NC2CCS(=O)(=O)C2)cc1[N+](=O)[O-] (configuration not stated)	3	3	-0.1	0.5
CCC(=O)N(CCCO)Cc1cc2cc(C)cc(C)c2[nH]c1=O	13	9	-0.1	-0.5
Cc1cc(Cl)ccc1OC(C)c1nc(-c2ccc(OCC(N)=O)cc2)no1 (configuration not stated)	6	9	0.0	-0.7
O=C(COc1ccc(C(=O)NC2CCCCC2)cc1)NC1CCCCC1	6	6	0.1	-1.5
COc1ccccc1-n1c(CNC(=O)c2ccc(S(=O)(=O)N3CCCCC3)cc2)nnc1SCC(=O)Nc1nccs1	2	13	0.4	5.4*
COCc1c(C(=O)N/N=C(\C)c2ccncc2)nnn1-c1nonc1N	-3	-4	-0.1	1.1
CSc1sc(C)cc1/C=N/NC(=O)OC(C)(C)C	8	-19	-0.1	-0.2
Nc1c(C(=O)Nc2nccs2)sc2nc3c(cc12)C(=O)CCC3	0	-11	-0.1	-1.2
COc1ccc([N+](=O)[O-])cc1NC(=O)C(C)N(c1ccc(C)cc1)S(C)(=O)=O (configuration not stated)	2	13	0.3	-1.1
COc1ccc(Cl)cc1NC(=O)c1nn(-c2ccc(Cl)cc2)c(=O)c2ccccc12	-1	-5	-0.1	-0.9
Cc1ccc(/C=C(\NC(=O)c2ccccc2)C(=O)NCCc2cccc(F)c2)o1	-13	1	-0.2	-0.3
O=C1C(=O)N(c2nccs2)C(c2cccc(Cl)c2)/C1=C(\O)c1ccc(Cl)cc1 (configuration not stated)	8	8	0.3	-0.1
CCOC(=O)C1=C(C)N=c2s/c(=C\c3cc(C)n(-c4ccc(Cl)cc4)c3C)c(=O)n2C1c1ccccc1OC (configuration not stated)	1	-2	0.2	-0.2
O=C(Nc1ccc(N2CCCC2)cc1)c1ccc([N+](=O)[O-])cc1Cl	1	-4	-0.3	0.3
O=C(CSc1nnc(NC(=O)c2ccccc2Cl)s1)NC1CCCC1	-6	2	-0.1	1.3
Cn1c(=O)c2c(ncn2Cc2ccc([N+](=O)[O-])cc2)n(C)c1=O	17	9	0.5	0.1
N#CCCSCc1ccc2oc(C(=O)O)cc2c1	-4	4	-0.1	0.1
Cc1cccn2c(CN3CCC[C@H]3CO)c(C(=O)N(C)CCc3ccccc3)nc12	1	1	-0.1	0.0
CCOC(=O)c1ccc(CN(Cc2ccc(F)cc2)S(=O)(=O)c2ccc(F)c(C)c2)cc1	12	1	0.3	-0.6

Entries from the list above that have a COOH group, in the order listed:
SMILES	MITF primary	TEAD-YAP inh	FBW7 activator	GPR151 activ
CSCC(NS(=O)(=O)c1ccc(Br)cc1)C(=O)O (configuration not stated)	13	4	-0.1	-1.2
CC(=O)N1C(=O)/C(=C2\SC(=S)N(C(CC(C)C)C(=O)O)C2=O)c2ccccc21 (configuration not stated)	16	-7	0.1	-1.6
O=C(O)C1CCN(C2CCN(Cc3ccccc3)CC2)CC1	75*	1	-0.1	0.1
N#CCCSCc1ccc2oc(C(=O)O)cc2c1	-4	4	-0.1	0.1

Further structures follow.
SMILES	MITF primary	TEAD-YAP inh	FBW7 activator	GPR151 activ
Cc1cc(-c2cnc(N3CCCC3)nc2C2CCCN(C(=O)c3cccnc3)C2)on1 (configuration not stated)	7	-5	0.4	-1.0
OCCC1CN(Cc2cnn(-c3ccccc3Cl)c2)CCN1Cc1ccccc1 (configuration not stated)	-11	-2	-0.2	0.7
Cc1ccc(C(=O)COC(=O)C(C(C)C)N2C(=O)C3C4C=CC(C4)C3C2=O)cc1[N+](=O)[O-] (configuration not stated)	82*	-3	-0.1	1.8
Cc1cc(Cl)ccc1Nc1c(-c2ccc3c(c2)OCC(=O)N3)c(=O)c1=O	-4	8	0.0	-1.1
NC1=NC(c2ccc(F)c(F)c2)n2c(nc3ccccc32)N1 (configuration not stated)	22	-4	0.1	-1.4
O=c1c2cn[nH]c2nc(SCc2cccc([N+](=O)[O-])c2)n1-c1ccc(Cl)cc1	9	-4	0.6	-1.1
CCC(C)NC(=O)CSc1nn2c(=O)c(C(C)(C)C)nnc2s1 (configuration not stated)	-9	-5	0.0	-0.2
CN(Cc1ccccc1)Cc1nc2c([nH]1)c(=O)n(C)c(=O)n2C	3	20	0.1	0.5
NC(=O)c1cc([N+](=O)[O-])ccc1N1CCCC1	14	0	0.0	0.2

Entries from the list above that have a cyano group (two):
SMILES	MITF primary	TEAD-YAP inh	FBW7 activator	GPR151 activ
C/C(N)=C(/C#N)C(=O)COC(=O)c1cccc(Oc2ccccc2)c1	4	-4	0.0	-0.4
N#CCCSCc1ccc2oc(C(=O)O)cc2c1	-4	4	-0.1	0.1

Assay outcomes: PubChem, The Scripps Research Institute Molecular Screening Center

An unsorted share of the library; any-hit rate near 3.4%.
